# Screening data: PubChem BioAssay, The Scripps Research Institute Molecular Screening Center
# PRMT1 inh = inhibitors of human PRMT1 | recombinant PRMT1, activity-based probe fluorescence polarization | Q99873 | inhibition, % at 2.79 µM | 370,000 tested, 1.3% active;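 active = inhibition above about 21% made by adding two undisclosed values, limit read from the data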
# LEDGF integ inh = blocks HIV-1 LEDGF/p75-dependent DNA integration; 370,000 tested, 0.64% active; TR-FRET IN-LEDGF/p75 DNA integration, Eu/Cy5; inhibition, % at 3.7 µM;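 active = inhibition above the screen-wide mean plus 3 SD, cut at about 13% in these data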;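 note: signal is the Cy5 over europium emission ratio at 671 and 618 nm; 0% = plate median of compound wells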
# MBD2 DNA inh = MBD2-methylated oligo binding inhibition; Q9UBB5; TR-FRET, MBD2 binding to methylated oligonucleotide; inhibition, % at 4.4 µM; 370,000 tested, 0.31% active; in the data active = inhibition above about 13%
# Tn6 DDE FP = inhibitors of Tn6 peptide binding to human fibrin DD(E); Fibrin DD(E) TRITC-Tn6 fluorescence polarization displacement; 370,000 tested, 0.21% active; inhibition, % at 8.3 µM;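 active = inhibition above a per-campaign cutoff: mean of compounds within control limits plus 3 SD, cut at about 15% in these data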;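 note: 0% = median of all compound wells on the plate and 100% = blocking peptide control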
# SIAE primary = blocks human sialic acid acetylesterase | Q9HAT2 | SIAE FP-Rh probe binding, fluorescence polarization | inhibition, % at 9.66 µM | 370,000 tested, 0.69% active | AID 1053197;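 active = inhibition above a cutoff: mean of compounds within the control limits plus 3 SD of those, cut at about 17% in these data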;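 note: 0% = plate median of compound wells and 100% = probe without SIAE protein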
# Target sequence (Q9HAT2 whole entry, looked up): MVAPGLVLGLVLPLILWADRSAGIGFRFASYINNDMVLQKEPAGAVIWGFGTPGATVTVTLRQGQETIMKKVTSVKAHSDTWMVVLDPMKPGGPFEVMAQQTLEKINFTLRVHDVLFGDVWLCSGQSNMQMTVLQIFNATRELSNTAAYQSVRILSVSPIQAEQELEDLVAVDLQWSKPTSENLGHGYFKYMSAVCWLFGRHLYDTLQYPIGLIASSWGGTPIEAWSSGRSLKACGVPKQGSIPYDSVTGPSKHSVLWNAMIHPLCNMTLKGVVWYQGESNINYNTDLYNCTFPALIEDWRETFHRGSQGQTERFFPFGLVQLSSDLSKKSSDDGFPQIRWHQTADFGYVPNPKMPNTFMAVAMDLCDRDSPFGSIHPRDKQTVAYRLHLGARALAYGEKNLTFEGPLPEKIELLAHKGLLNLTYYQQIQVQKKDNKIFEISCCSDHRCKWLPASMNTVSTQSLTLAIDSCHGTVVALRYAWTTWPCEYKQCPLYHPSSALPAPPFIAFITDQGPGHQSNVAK
# TDP2 absorb = TDP2 (human) inhibition, absorbance primary screen. O95551. recombinant TDP2, T5PNP hydrolysis, p-nitrophenol absorbance 415 nm. inhibition, % at 12.8 µM. 370,000 tested, 0.34% active;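 active = inhibition above the mean of all tested compounds plus 3 SD, set per campaign, cut at about 25% in these data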;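 note: 0% = DMSO with enzyme and 100% = buffer with substrate but no TDP2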
# Target sequence (O95551 whole entry, looked up): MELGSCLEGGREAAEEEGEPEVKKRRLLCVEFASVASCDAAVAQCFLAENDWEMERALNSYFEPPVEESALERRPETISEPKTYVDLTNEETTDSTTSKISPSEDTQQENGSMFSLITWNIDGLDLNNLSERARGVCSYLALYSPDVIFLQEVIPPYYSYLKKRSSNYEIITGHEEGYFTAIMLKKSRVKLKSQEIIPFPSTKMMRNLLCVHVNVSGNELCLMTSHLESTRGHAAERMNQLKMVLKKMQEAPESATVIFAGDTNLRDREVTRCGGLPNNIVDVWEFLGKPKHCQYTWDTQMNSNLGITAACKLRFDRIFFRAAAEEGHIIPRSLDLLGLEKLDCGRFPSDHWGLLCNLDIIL
#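 test system = human TDP2 enzyme | input = TDP2 enzyme at 120 nM final | medium = 50 mM Tris-HCl pH 7.5 with Mg2+, KCl, DTT, BSA | also added = T5PNP substrate, 5 mM | times = 2 h at 37 °C | technique = epi absorbance | benchmarks = high control without enzyme, low control DMSO plus TDP2 | replication = each compound tested once, singlicate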
# UHRF1 MBD2 ctr = UHRF1 methyl-DNA binding inhibition | 370,000 tested, 0.75% active | Q96T88 | inhibition, % at 4.4 µM | AID 687016 | UHRF1 binding to methylated oligo, TR-FRET; in the data active = inhibition above about 21%;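 note: UHRF1 SRA domain binding a hemimethylated CpG hairpin DNA probe; 0% = median of test compound wells and 100% = reference inhibitor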
# TCR-CD3 inh = inhibitors of human TCR-CD3 interaction | 360,000 tested, 0.37% active | TAMRA-labeled TCR probe fluorescence, biochemical | AID 651800 | inhibition, % at 9.4 µM; in the data active = inhibition above about 19%;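 note: recombinant mutant TCR 2C K166C tagged with TAMRA read by polarization; 0% = receptor in buffer alone and 100% = receptor with positive control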
# DDE Tn7 FP inh = disrupts Tn7 cyclic peptide binding to fibrin D-Dimer-E complex; P02675; FP displacement of FITC-Tn7 peptide from fibrin DD(E); 0% = median of compound wells per plate; inhibition, % at 8.3 µM; 370,000 tested, 0.13% active;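 active = inhibition above the mean of compounds falling within the control limits plus 3 SD of them, cut at about 14% in these data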;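 note: 0% = plate median of compound wells and 100% = 10 µM Aha-Tn7 peptide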
#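 Assay system: Human clot-derived fibrin DD(E) complex | Buffer or medium: Tris/NaCl/CaCl2 buffer, pH 7.8 | Repeats: One replicate per compound | Benchmarks: Aha-Tn7 high control | Measure: % inhibition scaled between sample-field median and high-control FP | Schedule: 10 min plus 3 h, room temperature | Signal: Fluorescence polarization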
# proKLK7 act = proKLK7 (human) activation, primary screen; P49862; purified proKLK7, EDANS-DABCYL substrate fluorescence; 100% is mature enzyme control, 0% vehicle; activation, % at 7 µM; 370,000 tested, 0.9% active; AID 652039;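 active = activation above the mean of all tested compounds plus 3 SD, computed per campaign excluding outliers beyond control limits, cut at about 13% in these data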
# Numbers without * were called inactive; · = not tested or not shown.
smiles,PRMT1 inh,LEDGF integ inh,MBD2 DNA inh,Tn6 DDE FP,SIAE primary,TDP2 absorb,UHRF1 MBD2 ctr,TCR-CD3 inh,DDE Tn7 FP inh,proKLK7 act
COc1ccc(OC)c(NC(=O)CCC(=O)Oc2ccc(C)cc2)c1,-2,5,-9,-1,10,-3,1,-1,-3,-0.3
COc1ccc(Br)cc1S(=O)(=O)NCc1ccccc1,-3,2,2,-5,-5,6,-3,3,1,0.4
COc1ccc(CCNC(=O)C2C3CCC(C3)C2C(=O)O)cc1OC (centres undefined),-2,-1,2,9,4,4,0,3,6,-0.4
O=C(Nc1cccc(-n2cnnn2)c1)c1ccccc1Br,-4,1,-1,1,1,-12,1,1,-11,0.7
Cc1cc(=O)oc(C)c1C(=O)O,0,3,0,1,-5,7,0,4,-4,0.0
O=c1nc(N/N=C/C=C/c2ccccc2)cn[nH]1,-8,5,0,-2,5,-5,1,-2,-5,0.2
CC(C)OCCCNC(=O)CN1C(=O)c2cccc3cccc1c23,3,-9,-7,9,-2,-16,1,2,-8,9.2
CCOC(=O)c1c(C)[nH]c(N=Nc2ccccc2Cl)c1C,1,1,7,3,-3,-19,2,-5,-1,-0.1
CC(=O)N1CCc2cc(NC(=O)C3(C)CCN3Cc3ccc(C(C)C)cc3)ccc21 (centres undefined),-2,-3,5,-2,6,-8,3,-3,-4,0.1
CCC(=O)N1CCC2(CC1)Oc1ccc(Cl)cc1C(=O)C21CC(c2ccccc2)=NO1 (centres undefined),7,2,-6,0,0,4,0,2,1,0.5
Cc1c(C(C)CCCO)oc(=O)c2c1Oc1c(C)c(C(C)C[C@H](C)O)oc(=O)c1C2 (some centres undefined),1,-2,4,-5,3,9,3,0,1,0.5
O=C(c1ccc(Cl)cc1)C1CCN(Cc2ccccc2)CC1,-3,1,0,-5,0,-2,-1,-3,-6,-0.3
O=C(COC(=O)CCCNC(=O)c1ccc(Cl)cc1)Nc1ccc(Br)cc1,1,3,13*,3,-1,5,23*,-4,-3,0.4
Cc1ccc(C(=O)N2CCC(C(=O)c3ccc(F)cc3)CC2)cc1,-2,1,-2,0,6,-3,0,5,-4,-0.3
O=C(Nc1cccc(S(=O)(=O)N2CCCC2)c1)c1cccnc1,1,3,-6,1,5,17,-2,9,-5,-1.6
CC(C)CCNC(=O)CN(CC1CCCO1)C(=O)CCC(=O)Nc1nccs1 (centres undefined),0,5,2,7,-4,1,2,-10,0,0.3
O=C(c1cc(Cl)cc(Cl)c1)N1CCC(Oc2cccnc2)CC1,-2,2,-4,6,5,6,0,·,-9,0.0
COc1ccc(OC)c(C(C)NC(=S)NC2CCCCC2)c1 (centres undefined),2,-6,3,-3,6,-1,1,-6,2,-0.2
O=c1c2ccccc2nc2n1CCS2,1,-1,-3,6,1,10,-2,4,-4,-0.2
COc1ccc(NC(=O)CN(C)C(=O)c2ccc(NS(=O)(=O)c3ccc(F)cc3)cc2)cc1,-5,-2,-4,-5,-3,-3,-1,1,-2,0.3
COc1ccc2c(c1)CCC/C2=N\OC(=O)c1ccccc1F,2,-4,0,0,-5,-6,-3,10,9,0.2
O=C1CCCC2=C1C(c1ccc(OS(=O)(=O)c3ccc(Cl)cc3)cc1)C1=C(CCCC1=O)O2,-3,-5,-2,1,-1,-8,-1,4,-1,0.4
O=C(NCc1cccnc1)c1ccc(CS(=O)(=O)c2ccc(Cl)cc2)o1,-2,1,-3,1,3,5,-2,-5,-1,-0.2
COc1ccc(NC(=O)CSc2nccn2-c2ccccc2)cc1,-1,-2,-2,-2,0,2,1,6,-7,0.1
Cc1cc(NC(=O)COC(=O)[C@@H]2CCCN2C(=O)c2cccs2)no1,8,-1,7,-1,1,3,2,0,-1,0.1
Cc1cc(C)c2c(=O)n(CC(=O)N3CCC(N4CCCCC4)CC3)sc2n1,78*,7,0,-2,-2,-16,1,8,1,0.0
COc1ccc(CCNC(=O)c2ccc(=O)[nH]c2)cc1,2,0,1,8,-5,1,0,1,5,-0.3
CC(C)C[C@@]12C(=O)N(c3cccc(Cl)c3)C(=O)N1[C@H](c1ccc(Br)cc1)[C@@H]1C(=O)N(C(C)(C)C)C(=O)[C@@H]12,3,-3,-4,0,-11,0,2,-3,0,0.8
CC1CCCC(NC(=O)COC(=O)c2ccc(S(=O)(=O)N3CCOCC3)cc2)C1C (centres undefined),2,-2,12,6,-3,-3,21*,2,2,-0.2
Cn1nc(C(=O)N2CCCCC2)c2c1-c1ccccc1S(=O)(=O)C2,9,-5,5,1,2,-20,6,-4,-7,-0.5
Cc1ccc(-c2nc(C)sc2CC(=O)Nc2nnc(C)s2)cc1,3,-3,7,-1,5,6,3,3,3,-0.5
CCOC(=O)c1nnn(-c2nonc2N)c1COc1cc(C)c(Cl)c(C)c1,-1,-3,-1,3,10,-2,-2,-2,11,0.4
CCCCn1c(-c2nn(C)c(C)c2Cl)n[nH]c1=S,1,3,-2,13,2,-2,1,-6,-1,-0.7
CCOC(=O)C1CCCN(C2CC(=O)N(c3ccc(C)cc3)C2=O)C1 (centres undefined),19,-1,2,0,4,-8,5,-3,10,-0.8
COc1ccccc1NC(=O)CNC(=O)Cn1c(C)cc2ccccc2c1=O,-1,-1,-5,7,-1,-4,0,5,4,0.1
CC(=O)Nc1nonc1NC(=O)c1ccc(F)cc1,-3,-2,6,5,-6,-3,-2,0,5,-0.4
COc1ccccc1NC(=O)CSc1nnc(Cn2nnc(-c3ccccc3)n2)n1-c1ccccc1,1,2,-5,4,3,-3,1,-5,4,0.2
Cc1cc(C)cc(C(=O)NCC(=O)OCc2c(C)noc2C)c1,-1,-1,5,2,-3,4,20,5,3,-0.1
COCc1nc2ccccc2n1CCc1ccccc1,-1,-1,2,10,-1,-4,-1,-3,6,-0.8
Cc1cccc(C)c1NC(=O)CN(C)C(=O)CC1CC2CCC1C2 (centres undefined),4,-2,5,9,-4,-4,-2,-3,2,0.0
CCN(CC)S(=O)(=O)c1ccc(O)c(NC(=O)CN2CCc3ccccc3C2)c1,0,-7,5,0,-3,-8,0,-2,3,0.1
O=C(NCc1ccccc1)Nc1ccccc1C(=O)N1CCCC1,1,-4,2,4,-6,-5,1,·,7,-0.5
COCc1cc(C)nc(SCC(=O)Nc2nc(C)cs2)c1C#N,-3,-3,0,-1,-3,-5,-1,2,2,76*
COC(=O)CCCC(=O)Nc1ccc(Br)cc1,2,-1,1,-6,9,4,0,3,0,-0.7
COc1ccc(C(=O)Nn2c(C3CCC3)nc3ccccc3c2=O)c(OC)c1,-3,-5,-1,1,-4,-2,2,0,-2,-0.2

# Compound profiles, as listed above. Screens in order: PRMT1 inh	LEDGF integ inh	MBD2 DNA inh	Tn6 DDE FP	SIAE primary	TDP2 absorb	UHRF1 MBD2 ctr	TCR-CD3 inh	DDE Tn7 FP inh	proKLK7 act
# CCC(=O)N1CCC2(CC1)Oc1ccc(Cl)cc1C(=O)C21CC(c2ccccc2)=NO1 (centres undefined) in the list: 7	2	-6	0	0	4	0	2	1	0.5
# O=C(Nc1cccc(-n2cnnn2)c1)c1ccccc1Br in the list: -4	1	-1	1	1	-12	1	1	-11	0.7

# The listing continues:
smiles,PRMT1 inh,LEDGF integ inh,MBD2 DNA inh,Tn6 DDE FP,SIAE primary,TDP2 absorb,UHRF1 MBD2 ctr,TCR-CD3 inh,DDE Tn7 FP inh,proKLK7 act
CCOc1cc(/C=N/NS(=O)(=O)c2ccc(OC)cc2)ccc1OCCN1CCOCC1,1,-4,-4,-3,0,-9,4,0,3,-0.1
CCCCC(Sc1nc(N)c(NC(=O)c2ccc(OC)cc2)c(=O)[nH]1)C(=O)O (centres undefined),3,-5,5,-2,-2,-3,1,-8,-4,-0.6
Cc1cc(N2C(=O)C3CC=CCC3C2=O)no1 (centres undefined),1,-1,-4,2,1,-1,-3,5,-3,-0.3
CC(=O)c1ccc(OCC(O)CN2C(C)(C)CC(O)CC2(C)C)cc1 (centres undefined),0,0,1,-3,-6,10,2,-5,1,0.0
CC1(c2nnnn2-c2ccc3ccccc3c2)CSCC(=O)N1C1CC1 (centres undefined),-1,0,-1,2,2,6,-2,·,2,-0.1
O=C(CNC(=O)c1ccccc1Br)N/N=C/c1ccco1,0,-2,-6,8,2,-27,1,-5,3,-0.4
CCc1nc(C)cc2c1sc1ccccc12,-5,2,-3,-7,3,-3,2,1,3,0.0
COc1cccc(N2[C@@H](CC(C)=O)c3cc(C(F)(F)F)ccc3S2(=O)=O)c1,3,-2,3,0,-4,-6,1,3,-1,0.4
O=C(Cc1ccc(-c2ccccc2)cc1)NCc1cccnc1,1,0,0,7,-10,6,0,0,1,-0.3
CC(=O)NNc1cccc(Cl)n1,2,-3,0,-6,-1,-7,9,-7,-4,0.6
OC(c1ccccc1)(c1ccccc1)C1CCN(CCCOc2cccnc2)CC1,-1,1,1,14,3,13,0,5,10,-0.3
O=C(Nc1ccn(Cc2ccc(Cl)cc2)n1)c1ccc2c(c1)OCO2,0,-7,-2,-9,-5,13,-6,-4,-2,-0.2
COCCCNC(=S)NNC(=S)Nc1ccc(OC)cc1,-7,-2,-3,3,3,18,0,-2,0,0.1
COc1ccc(C(C(=O)NC2CCCC2)N(Cc2cccnc2)C(=O)c2snc(C(N)=O)c2N)cc1 (centres undefined),-1,2,-1,3,-1,-6,1,-1,6,2.1
O=C(Nc1ccccc1)C1=C[C@H](c2coc3ccccc3c2=O)C[C@H](OCc2ccc(CO)cc2)O1,-1,0,-4,1,-1,7,6,5,1,1.0
O=C(Oc1ccccc1)c1ccc(COC(=O)c2cnccn2)cc1,2,0,1,-4,-3,11,3,-4,-7,0.0
C(=N\Nc1nc2ccccc2[nH]1)/c1ccccn1,2,-3,-1,-9,3,-1,-1,-6,-1,-0.4
CCN(c1ccccc1)S(=O)(=O)c1ccc(NC(=O)C(C)(C)C)cc1,3,5,6,0,-5,5,2,-10,0,0.2
CCOCCCNC(=O)c1ccc(N2CCOCC2)c(NS(=O)(=O)c2ccc(OC)cc2)c1,5,0,-2,3,-3,-1,3,-6,-5,-0.4
COc1ccccc1C1CCN(Cc2ccc(Cl)cc2Cl)CC1,-2,0,-8,1,0,-8,-1,1,-5,0.7
CCn1cc(C(=O)NCCc2ccc(Cl)cc2)c(=O)c2cc(S(=O)(=O)N(C)C)ccc21,-3,5,2,2,-1,6,0,8,1,0.3
COc1cccc(OCCNC(=O)CSc2ccc(C(F)(F)F)cc2[N+](=O)[O-])c1,2,2,-3,0,-1,0,-3,5,2,0.2
Cc1ccc(-c2nn(-c3ccccc3)cc2CNCc2ccccc2)cc1,2,-1,1,-2,-1,-4,1,-8,3,1.2
